mHTT CaM bind: disrupts binding of mutant huntingtin to calmodulin | P42858 | AlphaScreen His-mHTT/GST-CaM binding, luminescence | inhibition, % at 15 µM | actives 3.6% (n = 190,000);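 note: 0% = both proteins with DMSO and 100% = one protein alone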
Pf apPOL block: Pf-apPOL DNA polymerase inhibition. Recombinant Pf-apPOL, molecular beacon fluorescence, 1.5 h. actives 0.25% (n = 210,000). inhibition, % at 10 µM. AID 1794808
An asterisk follows results filed as active; . = no result given; & = joins results of further samples. Cut-off read from the data, not from the text of the source: active = inhibition above about 50%; inactive = the rest.

Order of values – Pf apPOL block | mHTT CaM bind
1. CC(=O)C1=C(C)NC(SCC(=O)c2ccc(F)cc2)=C(C#N)C1c1ccccc1Cl (stereo not given)
    -7 | -32
2. COc1cc(-c2[nH]nc3c2C(c2c(F)cccc2Cl)C(C#N)=C(N)O3)cc(OC)c1OC (stereo not given)
    -6 | 14
3. Nc1nonc1C(=O)NCCNS(=O)(=O)c1ccc(Cl)cc1
    -1 | -2
4. CCOc1ccccc1NC(=O)c1sc2ncn(Cc3ccccc3F)c(=O)c2c1C
    -6 | 6
5. O=S(=O)(c1cccnc1)N1CCC(n2c(-c3cccs3)nc3cccnc32)C1 (stereo not given)
    1 | 16
6. Cc1cc2oc(=O)cc(-c3ccccc3)c2c(C)c1-c1ccc(CO)cc1
    -7 | 4
7. Cc1ccc(S(=O)(=O)Nc2ccc(OC(C)C)cc2)cc1
    3 | -16
8. Brc1ccc(Nc2ncnc3c2cnn3Cc2ccccc2)cc1
    8 | -2
9. O=C(CSc1nnnn1-c1ccccc1)c1ccc([N+](=O)[O-])cc1
    2 | 7
10. c1ccc(OCCSc2nc3ncccc3[nH]2)cc1
    0 | -9
11. O=S(=O)(NC1C2CC3CC(C2)CC1C3)c1ccccc1 (stereo not given)
    . | -9
12. COc1ccc(-c2csc(-c3c(C)noc3N)n2)cc1
    -2 | .
13. COc1ccccc1C(=O)Nc1ccc(NC(=O)C(F)(F)F)cc1
    1 | -3
14. Nc1n[nH]c(-c2ccc([N+](=O)[O-])cc2)n1
    -1&-2 | -1&3
15. CN(C)CCN1C(=O)C(=O)C(=C(O)c2ccc(S(=O)(=O)N(C)C)cc2)C1c1cccnc1 (stereo not given)
    -3 | -5
16. O=S(=O)(Nc1c(F)c(F)cc(F)c1F)c1ccc(Cl)cc1
    -11 | -1
17. Cc1ccc(NCN2C(=O)C3C4C=CC(C4)C3C2=O)cc1 (stereo not given)
    -9 | 3
18. COc1cccc(-c2noc(C3CCCN3C(=O)Nc3ccc(F)cc3F)n2)c1 (stereo not given)
    -2 | -7
19. O=[N+]([O-])c1cccc(C2CC(c3ccc(Br)cc3)Nc3nnnn32)c1 (stereo not given)
    -1 | 29
20. COc1ccc(-c2cc3nc4c(c(=O)n3[nH]2)CN(C(=O)c2n[nH]c3ccccc23)CC4)cc1
    17 | 28

5 entries from above, with one line to a screen:
[4] CCOc1ccccc1NC(=O)c1sc2ncn(Cc3ccccc3F)c(=O)c2c1C
[1] CC(=O)C1=C(C)NC(SCC(=O)c2ccc(F)cc2)=C(C#N)C1c1ccccc1Cl (stereo not given)
[11] O=S(=O)(NC1C2CC3CC(C2)CC1C3)c1ccccc1 (stereo not given)
[12] COc1ccc(-c2csc(-c3c(C)noc3N)n2)cc1
[8] Brc1ccc(Nc2ncnc3c2cnn3Cc2ccccc2)cc1

Compound	4	1	11	12	8
Pf apPOL block	-6	-7	.	-2	8
mHTT CaM bind	6	-32	-9	.	-2

Further entries
Order of values – Pf apPOL block | mHTT CaM bind
21. Cc1ccc(N(C)NC(=O)NC(=O)c2c(F)cccc2Cl)nn1
    0&-6 | .
22. CCC(=O)NCCc1csc(C2CCCN(C(=O)c3ccc(C)c(C)c3)C2)n1 (stereo not given)
    -2 | -1
23. Cc1ccc(-c2cc(C3CCN(C(=O)c4ccncc4)CC3)[nH]n2)cc1
    -14 | 28
24. CC1=C(C(=O)Nc2ccc(C)cc2C)C(c2ccccc2F)n2ncnc2N1 (stereo not given)
    1 | -4
25. O=c1nc2s/c(=C\c3cccc(F)c3)c(=O)n2nc1-c1ccccc1
    -4 | 3
26. O=C(C1CCN(c2ccncc2)CC1)N1CCC(Cc2ccccc2)CC1
    -3 | 10
27. Cc1ccc2nsnc2c1NC(=O)c1cccc(Br)c1
    -4 | -4
28. CSc1ccc(CN2CCCC2c2cc(C)on2)cc1 (stereo not given)
    0 | 17
29. NC(=O)c1c(NC(=O)C2CCCCC2C(=O)O)sc2c1CCCCC2 (stereo not given)
    -3 | 6
30. NC(=O)C1CCCN(Cc2ccccc2F)C1 (stereo not given)
    1 | -3
31. O=C(NC1CC2CC1N(C(=O)c1ccccc1)C2)c1ccccc1 (stereo not given)
    -4 | 1
32. Cc1cc(-c2nnc(NC(=O)c3ccc(S(=O)(=O)N(C)C)cc3)o2)c(C)o1
    -50 | 58*
33. COc1ccc(C2C3=C(CCCC3=O)Nc3nc(-c4ccccc4)nn32)cc1OC (stereo not given)
    0 | 76*
34. COc1ccc(C2C(C#N)=C(N)Oc3n[nH]c(-c4ccc(F)cc4)c32)cc1OC (stereo not given)
    -7 | 34
35. Cc1cc(C(=O)N2CCCC2c2ccc(F)cc2)no1 (stereo not given)
    -5 | -5
36. CCn1nccc1C(=O)N1CCC(n2c(-c3ccsc3)nc3cccnc32)C1 (stereo not given)
    -1 | 0
37. Cc1ccnc(N2CCC(C(=O)Nc3cccc(Cl)c3C)CC2)n1
    -4 | -7
38. COc1cc(OC)nc(NC(=O)CSc2nc3ccccc3[nH]2)n1
    -1 | 3
39. COc1ccccc1-c1cc(=O)c2cc(NC(=O)C(C)(C)C)ccc2o1
    -3 | -3
40. COCCCN1C(=O)/C(=C/c2ccco2)SC1=S
    . | 41
41. Cc1cc(C)c(C(=O)c2ccc(C(=O)N3CCOCC3)cc2)c(C)c1
    3 | 4
42. O=[N+]([O-])c1ccc(S(=O)(=O)NC2CCCC2)cc1
    -16 | -2
43. O=C(C1=CN(c2cccc(F)c2)c2cc(F)ccc2S1(=O)=O)N1CCCCC1
    7 | 20
44. CC(=O)N1CCN(c2cc(Cl)ccc2C)C(=O)C1C (stereo not given)
    -2 | -6
45. CC1CN(C(=O)Nc2c(F)cccc2F)CC1c1nc(-c2ccccc2)no1 (stereo not given)
    -3 | 0
46. O=C(c1cccs1)N1CCCC(c2ccnc(Nc3ccc(F)cc3)n2)C1 (stereo not given)
    -3 | 21
47. COc1cccc(OC)c1OCCCCN(C)C
    1 | 3
48. OC(COc1ccccc1Br)CN1CCOCC1 (stereo not given)
    -2 | 3
49. CC1(C)CCC(=O)N2CC[C@H]3C[C@H](OC(=O)Nc4ccc(Br)cc4)C[C@@H]1[C@H]32
    -8 | 3
50. CC(=O)Nc1ccc(NC(=O)c2c(C)c(-c3ccccc3)nc3ccccc23)cc1
    4 | 11
51. O=C(NCCn1nc(-c2cccnc2)ccc1=O)c1cc(-c2ccco2)on1
    -5 | -5
52. O=c1[nH]c(SCc2ccccc2)nc(O)c1Cc1ccccc1
    1 | -2
53. COc1ccc(C2C(Oc3ccccc3C)C(=O)N2c2cccc([N+](=O)[O-])c2)cc1OC (stereo not given)
    -10 | 0
54. Oc1cc2c(cc1C(c1ccc3c(c1)OCO3)N1CCOCC1)OCO2 (stereo not given)
    . | 94*
55. Fc1ccccc1-c1nc(-c2ccc3c(c2)ncn3CCN2CCCC2)no1
    -5 | 10
56. CCc1c(C#N)c(SCc2c(C)noc2C)nc2c1C(=O)CC(C)(C)C2
    -4 | -18
57. CC(C)=CCOc1ccc2c3c(c(=O)oc2c1)CCC3
    -5 | -3
58. NC(=O)C1CCN(c2ccc3cccc(OCc4ccccc4Cl)c3n2)CC1
    1 | 23
59. CCOc1ccc(CC(=O)N2CCN(C3=NC=CN4CC(C)N=C34)CC2)cc1 (stereo not given)
    -21 | 18
60. COc1ccc(C2CC(c3cccc(C)c3)=NN2C(=O)CN2CCOCC2)cc1 (stereo not given)
    -3 | 66*

The final four records of the section above come first, to join the parts.
Order of values – Pf apPOL block | mHTT CaM bind
57. CC(C)=CCOc1ccc2c3c(c(=O)oc2c1)CCC3
    -5 | -3
58. NC(=O)C1CCN(c2ccc3cccc(OCc4ccccc4Cl)c3n2)CC1
    1 | 23
59. CCOc1ccc(CC(=O)N2CCN(C3=NC=CN4CC(C)N=C34)CC2)cc1 (stereo not given)
    -21 | 18
60. COc1ccc(C2CC(c3cccc(C)c3)=NN2C(=O)CN2CCOCC2)cc1 (stereo not given)
    -3 | 66*
61. Cc1nn(CCCC(=O)Nc2c(F)cc(F)cc2Br)c(C)c1[N+](=O)[O-]
    -4 | -3
62. Cc1cc2c(c(=O)o1)C(c1ccc(Cl)s1)C(C#N)=C(N)O2 (stereo not given)
    . | 2
63. Cc1cc(S(=O)(=O)N2CCCCC2c2nncn2C)ccc1F (stereo not given)
    3 | -6
64. O=C(Nc1ccc(Cl)cc1F)c1cn2c(n1)COCC2
    -2 | -4
65. CCC(=O)Oc1ccc2cc(-c3ccccc3)c(=O)oc2c1
    -10 | -1
66. Cc1oc(-c2ccccc2)nc1CCC(=O)c1ccc(CC2SC(=O)NC2=O)cc1 (stereo not given)
    0 | .
67. Cc1cc(C)c2nc(C)cc(Nc3ccc(O)cc3)c2c1
    -5 | 4
68. CCN(CC)c1ccc(C2OCC3(CO2)SC2=NCN(C)CN2C3=O)cc1 (stereo not given)
    -3 | 14
69. CN(C)CCNC(=O)c1ccc(Cl)cc1
    -3 | 5
70. Oc1ccc(Cl)cc1CNCC12CC3CC(CC(C3)C1)C2
    -14 | -2
71. O=[N+]([O-])c1cccc2c1NC(c1ccccc1F)C1CC=CC21 (stereo not given)
    -2 | 75*
72. Cc1nc(-c2cn(C(C)C)c3ncccc23)sc1C(=O)Nc1ccc(F)cc1
    -8 | 100*
73. CCN1c2ccccc2C(=O)NC12CCN(C(=O)c1ccc(OC)cc1)CC2
    1 | -2
74. CC1(C)Oc2ccc([N+](=O)[O-])cc2O1
    . | -2
75. COc1ccc(CNC(=O)C2CC(c3cc(OC)c(OC)c(OC)c3)=NO2)cc1 (stereo not given)
    -1 | 2
76. COc1ccc(/C=C(\C#N)c2nn(-c3ccccc3)c(N)c2C#N)c(OC)c1
    -3 | 21
77. COc1ccc(N=Cc2cc(Cl)cc(Cl)c2O)cc1OC
    -5 | 4
78. COc1ccc2c(c1)CCN(C(=O)c1nc(-c3cnccn3)no1)C2
    -8 | -14
79. Cc1nn(C)c2c(=O)n(CC(=O)NCc3cccc(Br)c3)ccc12
    -3 | -5
80. Cc1ccc(S(=O)(=O)NC(=O)NC2CCCc3ccccc32)cc1 (stereo not given)
    2 | .

Along the list, as entered above:
Compounds 76–79 in Pf apPOL block, in turn: -3, -5, -8, -3

One compound at a time (already shown). Order of screens: Pf apPOL block	mHTT CaM bind
Listed for Cc1nn(CCCC(=O)Nc2c(F)cc(F)cc2Br)c(C)c1[N+](=O)[O-] → -4	-3
Listed for CCC(=O)Oc1ccc2cc(-c3ccccc3)c(=O)oc2c1 → -10	-1
Listed for COc1ccc(CNC(=O)C2CC(c3cc(OC)c(OC)c(OC)c3)=NO2)cc1 (stereo not given) → -1	2
Listed for Cc1nc(-c2cn(C(C)C)c3ncccc23)sc1C(=O)Nc1ccc(F)cc1 → -8	100*

(continued)
Order of values – Pf apPOL block | mHTT CaM bind
81. COc1cccc(CNC(=O)c2cc3n(n2)CCCN(Cc2cccc(C)c2)C3=O)c1
    1 | 7
82. NC(N)=NC(N)=Nc1ccccc1
    -9&-14 | .
83. COc1ccc(Br)cc1C(=O)Nc1ccc([N+](=O)[O-])cc1C
    -6 | -8
84. COCC(O)CN1CCN(c2ccc([N+](=O)[O-])cc2Cl)CC1 (stereo not given)
    -6 | -5
85. COc1cccc(NC(=O)COc2ccccc2OC)c1
    0 | -4
86. O=c1[nH]c2ccccc2n1CCc1ccccc1
    -1 | -14
87. O=C(NCCCN1CCOCC1)c1cc(-c2ccc(Cl)s2)nc2ccccc12
    -2 | -5
88. COc1cccc(C(=O)N2CC3CN(S(=O)(=O)c4cccc(C)c4)CC(C2)O3)c1
    -8 | 14
89. Cc1ccc(NC(=O)c2cccs2)c(Br)c1
    -9 | -15
90. O=C(Nc1ccccc1)N1CCC(n2c(C3CCCC3)nc3cccnc32)C1 (stereo not given)
    -3 | 4
91. COc1cccc(N2CCN(Cc3ccsc3)CC2)c1
    -6 | 9
92. Cc1cc(C)cc(-n2c(=O)c3sccc3n(CC(=O)Nc3ccccc3F)c2=O)c1
    -3 | -1
93. COc1ccc(Cl)cc1N1C(=O)CSC1c1c(F)cccc1Cl (stereo not given)
    2 | -6
94. Cc1csc(NC(=O)CCCc2ccccc2)n1
    -1 | 13
95. Cc1ccc(F)c(NC(=O)C2CC(=O)N(c3ccc(C)c(C)c3)C2)c1 (stereo not given)
    -2 | 3
96. CC(C)C(=O)Nc1nnc(N=Cc2ccc(Br)s2)s1
    -7 | 3
97. COc1ccc(C2(CNS(=O)(=O)c3ccccc3)CCCC2)cc1OC
    -3 | -4
98. CC(C)Oc1ccc(C(=O)Nc2c3c(nn2C(C)(C)C)CS(=O)(=O)C3)cc1
    -2 | -4
99. Cc1noc(C)c1C1CCCN1Cc1cn(C(C)C)c2ccccc12 (stereo not given)
    7 | 26
100. COc1ccccc1NC(=O)C1CCN(c2cc(N3CCSCC3)ncn2)CC1
    -4 | 5
101. COc1cc(-c2nc(-c3ccsc3)c(-c3ccccc3)[nH]2)cc(OC)c1O
    -7 | 87*
102. Cc1ncc(CO)c2cc(C(=O)Nc3ccccc3F)c(=N)oc12
    -1 | 3
103. CC(C)(C)NC(=O)NCC1CCCC1NC(=O)NC(C)(C)C (stereo not given)
    0 | .
104. COc1cccc(-c2cn3c(n2)N(C(=O)Cc2cccs2)CCC3)c1
    -4 | 82*
105. Cc1ccc(OCCCN2CCOCC2)cc1C
    -2 | -4
106. CCOc1ccc(N2CC(C(=O)NC(C)(C)C)CC2=O)cc1 (stereo not given)
    0 | -3
107. Nc1nonc1OCCNCCNc1ccc([N+](=O)[O-])cc1[N+](=O)[O-]
    -1 | 3
108. COc1cc2c(cc1NS(=O)(=O)c1ccc(F)cc1)oc1ccccc12
    -3 | -2
109. CC12CCC(C(=O)N3CCSCC3)(OC1=O)C2(C)C (stereo not given)
    1 | .
110. O=C1C[C@H]2C=CCc3cccc(c32)CN1Cc1ccc(Cl)cc1
    -2 | 30

Screens: PubChem BioAssay, University of Kansas High Throughput Screening Laboratory

Some of the compounds tested (hit frequency here may not be typical).
